APP transl inh: inhibitors of APP translation via 5'UTR reporter, primary screen, APP 5'UTR luciferase, SH-SY5Y cells | SH-SY5Y APP 5'UTR-luciferase reporter, luminescence | inhibition, % at 2 µM | 190,000 tested, 0.82% active;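 active = inhibition above a set limit, derived from the sample mean plus 3 SD, cut at about 45% in these data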; also: values of inactives mirror those of a sister screen read the other way
Diaph act CS: compounds boosting diaphorase resazurin reduction – biochemical, uHTS, resorufin fluorescence, counter-screen for diaphorase-coupled primary assays, primary screen. Diaphorase/resazurin coupled assay, 16 min; stronger effect = higher value; 1 = vehicle wells, 0 = NADH-free wells. activation factor at 20 µM. 190,000 tested, 0.005% active. AID 1229, 2008;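 active = diaphorase activity raised at least twofold by the compound at 20 µM; inactive = activation factor below 2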
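Material: purified diaphorase enzyme from Clostridium kluyveri; Also added: 0.114 mM NADH and 0.1 mM resazurin, final amounts; Doses: single compound dose of 20 µM, 1% DMSO final; Times: 16 min enzyme reaction, ambient temperature; Detection: resorufin fluorescence, excitation 544 nm, emission 590 nm; Measure: increased resorufin signal from activators or reducing compounds.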
TLR4 MyD88 comp: inhibitors of TLR4-MyD88 association in cells, primary screen, cell-based, HeLa CL3-4, BLA complementation, FRET ratio | Toll-like receptor 4 (Homo sapiens) + Myeloid differentiation primary response protein … | HeLa CL3-4 TLR4/MyD88 BLA complementation | inhibition, % at 8.4 µM | 200,000 tested, 0.18% active; in the data active = inhibition above about 25%;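 also: 0% = vehicle and 100% = reference inhibitor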
Target sequence (O00206 whole entry, looked up): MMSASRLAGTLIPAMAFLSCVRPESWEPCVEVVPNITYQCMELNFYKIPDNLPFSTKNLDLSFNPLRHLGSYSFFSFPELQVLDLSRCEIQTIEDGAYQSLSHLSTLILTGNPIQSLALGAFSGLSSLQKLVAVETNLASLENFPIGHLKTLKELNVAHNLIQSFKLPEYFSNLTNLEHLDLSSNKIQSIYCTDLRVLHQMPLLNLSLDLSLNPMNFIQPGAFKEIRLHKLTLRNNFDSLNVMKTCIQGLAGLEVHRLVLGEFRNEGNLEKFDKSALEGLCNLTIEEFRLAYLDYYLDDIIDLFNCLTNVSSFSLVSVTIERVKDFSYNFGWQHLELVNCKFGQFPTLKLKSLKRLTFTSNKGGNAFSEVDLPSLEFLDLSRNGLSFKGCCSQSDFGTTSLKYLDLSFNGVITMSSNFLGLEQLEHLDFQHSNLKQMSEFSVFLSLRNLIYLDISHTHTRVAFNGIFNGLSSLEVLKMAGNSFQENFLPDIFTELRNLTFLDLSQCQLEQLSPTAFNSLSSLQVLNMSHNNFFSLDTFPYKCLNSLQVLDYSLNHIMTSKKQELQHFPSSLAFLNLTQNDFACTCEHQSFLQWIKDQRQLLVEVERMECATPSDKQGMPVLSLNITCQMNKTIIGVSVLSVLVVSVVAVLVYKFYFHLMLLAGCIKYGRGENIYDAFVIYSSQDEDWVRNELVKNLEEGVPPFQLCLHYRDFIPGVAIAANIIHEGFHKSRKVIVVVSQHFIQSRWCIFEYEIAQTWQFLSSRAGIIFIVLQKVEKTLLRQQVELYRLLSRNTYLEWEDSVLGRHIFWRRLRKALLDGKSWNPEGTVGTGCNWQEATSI
Target sequence (Q99836 whole entry, looked up): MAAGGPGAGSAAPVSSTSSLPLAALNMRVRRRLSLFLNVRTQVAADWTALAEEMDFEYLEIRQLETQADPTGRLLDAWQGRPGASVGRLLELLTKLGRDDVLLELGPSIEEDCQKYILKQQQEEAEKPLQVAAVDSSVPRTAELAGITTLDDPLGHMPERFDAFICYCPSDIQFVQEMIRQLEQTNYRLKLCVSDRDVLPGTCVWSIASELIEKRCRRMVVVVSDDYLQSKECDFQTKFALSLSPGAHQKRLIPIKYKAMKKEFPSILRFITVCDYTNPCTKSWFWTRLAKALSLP
STAT1 blocker: STAT1 signaling inhibitors, primary screen, cell-based, HTS, luciferase reporter; 200,000 tested, 0.35% active; inhibition, % at 5.5 µM; NIH 3T3 STAT1-luciferase reporter, IFN-gamma, luminescence;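 active = inhibition above a set limit, the mean inhibition across all tested compounds plus 3 SD, cut at about 34% in these data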;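 also: 0% = IFN-gamma with DMSO and 100% = IFN-gamma with 300 µM nifuroxazide; values of inactives mirror those of a sister screen read the other way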
Diaphorase inh: diaphorase inhibitors and chemical oxidizers, primary screen, counter-screen for diaphorase-coupled primary assays, biochemical, uHTS, resorufin fluorescence. AID 1217, 2008. inhibition, % at 20 µM. diaphorase resazurin-to-resorufin fluorescence, NADH, 16 min; bacterial (C. kluyveri) enzyme, not human. 190,000 tested, 0.69% active;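 active = primary screen inhibition at 20 µM above a set limit, cut at about 50% in these data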;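 also: plate controls were DMSO with full reaction for no effect and wells lacking NADH for full effect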
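controls = No-NADH positive control and DMSO neutral control | system = Clostridium kluyveri diaphorase enzyme | timing = reaction incubation of 16 min at room temperature | signal = resorufin fluorescence 544/590 nm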
STAT1 act: STAT1 signaling activators, primary screen, cell-based, HTS, luciferase reporter. NIH 3T3 STAT1-luciferase reporter, IFN-gamma, luminescence; 100% = IFN-gamma alone, no compound. activation (% of control), % at 5.5 µM. 200,000 tested, 2.6% active;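 active = activation above the screen-wide mean activation plus 3 SD, cut at about 130% in these data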;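 also: raw ratio to IFN-gamma control signal so 100% means no change and 0% no light; values of inactives mirror those of a sister screen read the other way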
G6PDH CS: L. mesenteroides G6PDH inhibitors, counter-screen for G6PDH-coupled screening assays, biochemical, Leuconostoc mesenteroides enzyme | Purified L. mesenteroides G6PDH, diaphorase/resazurin coupled fluorescence, 45 min | inhibition, % at 5 µM | 200,000 tested, 0.12% active | AID 1020, 2008; in the data active = inhibition above about 50%
STAT3 blocker: IL-6 driven STAT3 reporter inhibitors, primary screen, U3A cells, luciferase, luminescence, MLSCN library; IL-6 STAT3-luciferase reporter; host cell line lacks STAT1; inhibition, % at 5.5 µM; 190,000 tested, 0.89% active;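 active = inhibition above the mean inhibition across all screened compounds plus 3 SD, cut at about 44% in these data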;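 also: 0% = DMSO only wells and 100% = 100 µM nifuroxazide control wells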
STAT3 activator: IL-6 driven STAT3 reporter potentiators, primary screen, U3A cells, luciferase, luminescence, MLSCN library; IL-6 STAT3-luciferase reporter; 100% = signal with IL-6 EC80 alone; activation (% of control), % at 5.6 µM; 190,000 tested, 0.91% active; AID 871, 2007;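 active = activation above the screen-wide mean of compound activation plus 3 SD, cut at about 130% in these data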;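 also: 0% = background luminescence of wells with medium and substrate only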
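System – human U3A cells carrying STAT3-luciferase construct · Probe or stimulus – Interleukin-6, 33 ng/mL · Schedule – compound 1 h, then IL-6 6 h at 37 °C · Signal – luminescence from STAT3-driven luciferase reporter · Evaluation – percent of IL-6-only median luminescence · Benchmarks – IL-6-only high control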
Hsp70 act: Hsp70 transcriptional activators, primary screen, cell-based, HeLa, Hsp70 promoter luciferase, luminescence, 10 µM; HeLa Hsp70 promoter luciferase reporter; scaled: vehicle 0, proteasome-inhibitor control 100%; activation, % at 10 µM; 200,000 tested, 0.04% active; AID 1203, 2008;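 active = activation above the mean across all tested compounds plus 3 SD, cutoff set per campaign, cut at about 5.5% in these data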;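 also: 100% = MG132 at 30 µM as the positive control and 0% = DMSO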
Numbers without * were called inactive; / = not tested or not shown; & = joins results of further samples.

Compound	APP transl inh	Diaph act CS	TLR4 MyD88 comp	STAT1 blocker	Diaphorase inh	STAT1 act	G6PDH CS	STAT3 blocker	STAT3 activator	Hsp70 act
COc1ccc(CCN(C)C(=O)C2CCCN(Cc3ccc(OC)c(OC)c3)C2)cc1OC (centres undefined)	-3&-18	1&0.9	-16&0	3&-9	-2&14	97&107	-3&5	2&-1	101&107	0.2&1.8
COc1ccc(NC(=O)c2cc3c(=O)n(C)c4ccccc4c3n2C)cc1OC	-3	0.5	-6	16	48	85	-6	32	79	-0.3
CC(C)(C)OC(=O)NCCCC[C@@H](C(=O)N1CCN(C(=O)OC(C)(C)C)CC1)n1cc(CCC(=O)O)nn1	-16	0.9	-8	-14	11	114	4	/	/	-0.2
N#Cc1cnn(Cc2ccccc2)c1N	12	0.9	8	3	9	97	2	6	99	-0.4
COc1cc2cc(C(=O)Nc3ccccc3)c(N)nc2cc1OC	-2	1	0	1	1	99	3	15	93	-0.2
CCOC(=O)C1CCN(C(=O)/C(C)=C\c2ccccc2)CC1	-4	1	-10	-7	-2	107	6	17	93	-0.3
CN(CC(=O)N1CCCC1)S(=O)(=O)c1cc(Cl)ccc1Cl	7	0.8	1	1	22	102	32	5	98	0.2
CC(=O)Nc1ccc(S(=O)(=O)NNC(=O)CCC(=O)Nc2cc(C)ccc2C)cc1	-16	1	11	4	1	96	7	-7	105	-0.3
COc1cccc(C(=O)N2CCN(Cc3ccc4c(c3)OCO4)CC2)c1OC	18	0.8	0	6	21	94	4	13	93	-0.4
O=C(O)C1CCCCC1C(=O)Nc1ccccc1Nc1ccccc1 (centres undefined)	19	1	-3	-6	3	105	-2	23	82	0.0
CCOc1cc(/C=C2\N=C(SCC)SC2=O)cc([N+](=O)[O-])c1OC(C)=O	1	0.1	14	5	90*	96	8	4	103	-0.2
CC(NS(=O)(=O)c1ccccc1)C(=O)Nc1nccs1 (centres undefined)	-4	/	-2	-4	/	104	/	-12	114	-0.1
CC(=O)NC1CCN(C(=O)N2CCCC2)CC1	2	0.8	9	8	20	93	1	-1	104	-0.2
CCOc1ccc(N2C(=O)CC(NCCc3ccncc3)C2=O)cc1 (centres undefined)	-14	0.9	-5	-5	10	105	-4	-7	108	-0.1
COc1cccc(N(C(=O)Cn2nnc(-c3ccc(F)cc3)n2)C(C(=O)NCC2CCCO2)c2ccc(Cl)cc2)c1 (centres undefined)	-12	1	11	-6	0	103	6	-2	105	-0.2
Cc1ccc(S(=O)(=O)N2C(=O)CCC2C(=O)Nn2cnnc2)cc1 (centres undefined)	/	0.9	2	-2	6	96	0	-10	109	-0.3
CC(C)(C)c1ccc(S(=O)(=O)NNC(=O)C2CCN(Cc3cccc(F)c3)CC2)cc1	-4	0.9	8	2	10	98	0	-10	110	-0.1
C/C(=N\NC(=O)c1ccc([N+](=O)[O-])cc1Cl)c1ccccc1	-24	1	-9	-30	1	126	8	-7	110	0.1
CCn1c2c(c(=N)c3c1CCC3)CCC2	-2	1.1	1	-4	-7	104	6	9	95	-0.3
CCOC(=O)/C(C#N)=C/c1cccc(F)c1	3	0.9	-9	3	9	96	8	6	96	-0.3
O=C1CSCN1c1ccc(Cl)cc1	-1	1	-7	-15	3	112	16	5	101	-0.4
CCOC(=O)/C(C)=N/NC(=O)c1cccc([N+](=O)[O-])c1	-8	0.8	-7	-4	16	102	2	0	102	-0.2
CCN1C(=O)Cc2cc(S(=O)(=O)N3CCOCC3)ccc21	16	0.8	-3	1	18	99	12	0	103	-0.2
COc1cccc(C2CC(c3cccs3)=NN2C(=O)CSC2=NN3CCCC(=O)N=C3S2)c1OC (centres undefined)	6	0.8	3	-2	19	102	-13	4	104	-0.1
C=CCc1ccc(OCC(O)COCC)c(OC)c1 (centres undefined)	-47	1	-2	-25	4	122	-5	-4	108	-0.2
CCN(CC)c1ncccc1C(=O)NCc1cccs1	-10	0.8	3	5	20	96	0	6	103	-0.6
COc1cc(NC(=O)Nc2cccc(C(C)=O)c2)cc(OC)c1OC	13	0.8	-5	12	19	89	-33	8	95	-0.3
COc1ccc(CSc2nnnn2Cc2ccccc2)cc1OC	16	0.9	0	6	6	96	6	3	103	-0.2
CC1=C(C(=O)Nc2ccccc2)C(c2ccncc2)C(C#N)=C(SCC(=O)NC(C)C)N1 (centres undefined)	16	1	7	-1	5	101	7	3	101	-0.1
COCCNC(=O)C(c1ccc(F)cc1)N(C(=O)CCC(=O)Nc1nccs1)c1cccc(C)c1 (centres undefined)	6	0.9	-2	3	5	96	4	6	96	-0.1
COc1ccc(N(CC(=O)Nc2c(C)n(C)n(-c3ccccc3)c2=O)S(=O)(=O)c2ccc(C)cc2)cc1	14	0.9	8	1	10	98	9	-2	106	-0.3
O=C(CSc1nc2cc(Cl)ccc2s1)N1CCCc2ccccc21	-8	0.9	1	6	11	94	-24	2	107	-0.3
O=C(c1cccc(OC2CCN(C3CCCC3)CC2)c1)N1CCCCCCC1	15	0.9	8	1	10	98	10	0	103	-0.1
O=C(O)CN(c1ccccc1[N+](=O)[O-])S(=O)(=O)c1ccccc1	-10	0.8	-3	7	25	92	4	-5	106	0.1
CC(=O)NC1N=C(C)N(c2ccccc2)C1=O (centres undefined)	14	1	-2	-7	3	106	5	-10	107	-0.2
Cc1ccc(-n2nc3c4c(cccc4c2=O)-c2ccccc2-3)cc1	-5	0.9	2	-1	8	101	8	-13	121	-0.3
Cc1cccc(N2CCN(c3ccc(N4C(=O)CCCC4=O)cc3[N+](=O)[O-])CC2)c1C	-8	0.8	-1	11	21	90	4	-10	106	-0.4
CCOc1ccc(NC2=NCCC(=O)N2Cc2cccs2)cc1	4	1	1	6	1	95	-4	14	91	-0.4
CC(=O)Nc1ccc(NC(=O)COC(=O)c2ccc(C)s2)cc1	17	1	9	-2	2	98	3	-4	104	-0.5
Cn1c(=O)c(-c2ccccc2)nc2ccccc21	-9	1	-2	-5	4	107	3	-47	141*	-0.1
Cc1ccc(N=Cc2nc(/C=C/c3cccc([N+](=O)[O-])c3)oc2O)cc1	-1	0.9	10	-2	9	102	0	2	102	-0.1
COc1ccc(-n2c3c(cc(C(=O)N4CCN(CCO)CC4)c2=O)C(=O)CC(C)(C)C3)cc1	5	0.9	-9	-3	10	109	2	-2	101	-0.2
CC(C)NS(=O)(=O)c1ccc(CCC(=O)NCc2ccco2)cc1	-26	0.9	2	2	10	97	11	2	102	-0.4
O=C(Cn1c(-c2ccccc2)noc1=O)Nc1ccc(S(=O)(=O)N2CCOCC2)cc1	-5	0.8	-12	-4	16	104	3	7	102	-0.5
Cc1nn(-c2ccccc2Cl)c(Cl)c1/C=N/Nc1cccc(C(=O)O)c1	-3	1	12	21	4	81	-2	51*	57	-0.5
O=C1C2C3C=CC(C3)C2C(=O)N1CN(Cc1ccccc1)CN1C(=O)C2C3C=CC(C3)C2C1=O (centres undefined)	-6	0.8	0	7	15	94	5	-1	104	-0.7
Cc1cccc(OCCCC(=O)NC(C)c2ccccc2)c1 (centres undefined)	-9	0.8	10	8	16	94	2	1	100	-0.4
O=C(NCC1CCCO1)c1cccc(S(=O)(=O)NCc2ccccc2)c1 (centres undefined)	19	0.9	-3	9	10	90	3	-7	107	-0.1
O=C(OCCN1CCCCC1)C1(c2ccccc2)CCCC1	2	1.1	-17	-2	-12	100	7	4	99	-0.2
O=C(/C=C/c1cccc([N+](=O)[O-])c1)Nn1c(-c2ccccc2F)nc2ccccc2c1=O	-4	0.9	18	-2	8	101	2	-9	108	-0.3
c1ccc(Oc2cccc(OCCCCN3CCCC3)c2)cc1	3	0.8	-2	0	21	100	7	14	90	-0.3
O=[n+]1cc(-c2ccc(Cl)cc2)n([O-])c2c1CCCCC2	12	0.9	13	-2	8	102	3	-8	107	-0.2
CC(=O)Nc1ccc(S(=O)(=O)N(C)CC(=O)OCC(=O)c2cc(C)n(-c3ccc4c(c3)OCO4)c2C)cc1	-33	0.7	6	-2	29	102	-11	0	102	-0.3
O=C(N/N=C/c1cccs1)c1ccccn1	-123	1	-3	-23	-4	121	6	6	102	0.1
Cc1sc2nc(SCC(=O)Nc3ccc(S(=O)(=O)NCCCC(=O)O)cc3)[nH]c(=O)c2c1C	-1	0.7	-12	8	32	92	5	12	94	-0.3
C=CCn1c(P(C)(=O)O)nc2ccccc21	-1&-8	1&0.9	2&10	-3&9	4&11	102&92	-4&5	10&2	102&100	0.1&-0.3
COc1ccc(CNc2nc3c(c(=O)[nH]c(=O)n3C)n2CCCc2ccccc2)cc1	0	0.9	3	-2	12	101	-2	-8	111	-0.4
OC(COc1ccccc1CNCc1cccnc1)CN1CCc2ccccc2C1 (centres undefined)	2	1.6	-2	-7	-58	105	11	-10	113	-0.2
CCOC(=O)C1CCCN(C(=O)COc2ccc(S(=O)(=O)N(CC)c3ccccc3)cc2)C1 (centres undefined)	14	0.9	-3	1	6	99	2	-1	108	-0.2
CCCCNC(=O)CN1C(=O)NC2NC(=O)NC21 (centres undefined)	-8	1.2	-2	-10	-22	109	16	0	104	-0.2
O=C(O)CCSc1nnc(-c2ccccc2)n1-c1ccccc1	2	0.7	1	-14	26	112	-2	-5	110	-0.1
CCOC(=O)Cn1cnc(-c2ccc([N+](=O)[O-])cc2)c1	-14	0.9	5	-41	10	136*	1	-9	107	-0.2

3 of the entries above in order of their number in Hsp70 act, lowest first.
structure,Hsp70 act
CC(C)NS(=O)(=O)c1ccc(CCC(=O)NCc2ccco2)cc1,-0.4
COc1ccc(NC(=O)c2cc3c(=O)n(C)c4ccccc4c3n2C)cc1OC,-0.3
O=[n+]1cc(-c2ccc(Cl)cc2)n([O-])c2c1CCCCC2,-0.2
